Screening data: PubChem BioAssay, several laboratories
phage Ecoli inh: E. coli growth loss with phage present. 360,000 compounds, 0.26% hits. inhibition, % at 11.9 µM. growth absorbance; in the data active = inhibition above about 11%
AddAB inh: less growth of phage-infected E. coli with AddAB | E. coli expressing H. pylori AddAB, absorbance growth | inhibition, % at 11.9 µM | 330,000 compounds, 0.29% hits; in the data active = inhibition above about 12%;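 note: 0% = vehicle wells of infected cells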
CAL PDZ FP-1: blocks peptide binding to the human CAL PDZ domain; purified CAL PDZ, TMR-peptide fluorescence polarization, 1 h; AID 602252; inhibition, % at 24.9 µM; 300,000 compounds, 0.92% hits;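 active = mean inhibition of at least 30% with at least half of replicates also reaching 30%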;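 note: 0% = DMSO neutral control and 100% = excess unlabeled competitor peptide PRC23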
SR-BI DiI-HDL act: activators of SR-BI mediated HDL lipid uptake; AID 504775; activation, % at 12.5 µM; CHO ldlA[mSR-BI] cells, DiI-HDL uptake fluorescence, 3 h; 100 = double the neutral-control signal; 320,000 compounds, 0.096% hits;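 active = mean replicate activation of at least 60% and every replicate at or above 60%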;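 note: 0% = median plate neutral-control signal and 100% = twice that signal; values of inactives mirror those of a sister screen read the other way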
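Test system: SR-BI-overexpressing, LDLR-lacking CHO cells; Also added: labelled HDL, 10 µg/mL; Measured by: bottom-read cell fluorescence after medium removal, ex 550/em 595 nm; Timing: 3 h uptake period with compound, 37 °C; Buffer or medium: F12, 0.5% BSA, 25 mM HEPES; Doses: single compound concentration, delivered by pin transfer.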
SR-BI DiI inh: inhibitors of mouse SR-BI mediated HDL lipid uptake; Q61009; ldlA[mSR-BI] CHO cells, DiI-HDL uptake fluorescence, 3 h; inhibition, % at 12.5 µM; 320,000 compounds, 0.96% hits;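 active = mean replicate inhibition of at least 70% and a set share of replicates each scoring 70 or more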;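 note: 0% = median of neutral control wells and 100% = median of positive control wells; values of inactives mirror those of a sister screen read the other way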
Target sequence (Q61009 whole entry, looked up): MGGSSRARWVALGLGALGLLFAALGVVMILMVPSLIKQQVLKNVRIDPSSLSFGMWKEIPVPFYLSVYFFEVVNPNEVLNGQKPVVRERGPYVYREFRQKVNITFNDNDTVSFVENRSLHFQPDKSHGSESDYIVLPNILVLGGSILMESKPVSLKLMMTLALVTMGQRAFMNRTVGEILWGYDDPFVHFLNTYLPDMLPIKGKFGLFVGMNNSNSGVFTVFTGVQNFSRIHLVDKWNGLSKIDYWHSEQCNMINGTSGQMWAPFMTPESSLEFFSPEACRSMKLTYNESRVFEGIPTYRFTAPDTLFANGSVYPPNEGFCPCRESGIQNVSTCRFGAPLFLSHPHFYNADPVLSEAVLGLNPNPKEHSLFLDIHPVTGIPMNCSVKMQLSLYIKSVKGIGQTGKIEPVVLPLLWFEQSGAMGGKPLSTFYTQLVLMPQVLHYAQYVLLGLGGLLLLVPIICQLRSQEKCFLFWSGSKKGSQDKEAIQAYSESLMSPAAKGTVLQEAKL
E coli growth: reduces bacterial viability in AddAB counter-screen; E. coli V3065 growth, OD600 absorbance, 18 h; 330,000 compounds, 0.27% hits; inhibition, % at 11.9 µM;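 active = inhibition above the campaign's mean inhibition across all tested compounds plus 3 SD, cut at about 9.9% in these data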;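 note: uninfected addAB+ strain grown without phage in ampicillin broth; 0% = DMSO wells and 100% = ciprofloxacin 0.95 µg/ml wells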
Tat export inh: E. coli Tat transport inhibition; E. coli MC4100 TorA-mCherry Tat export, fluorescence; AID 488895; inhibition, % at 10 µM; 340,000 compounds, 0.036% hits;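 active = mean replicate inhibition at least 50% and at least half of replicates individually reaching 50%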;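 note: exported cargo escapes ClpAP degradation while cytoplasmic cargo is degraded and loses fluorescence; 0% = median of neutral control wells and 100% = median of NaSCN control wells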
CAL PDZ FP-2: inhibitors of human CAL PDZ peptide binding; Q9HD26; purified CAL PDZ, TMR-peptide fluorescence polarization, 1 h; inhibition, % at 20 µM; 330,000 compounds, 0.02% hits; AID 504414;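 active = highest replicate inhibition of at least 40%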;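 note: plate controls were DMSO neutral control wells for no effect and unlabeled competitor peptide control wells for full effect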
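material = purified tagged CAL PDZ domain construct (CerCALP) | buffer or medium = sodium phosphate/NaCl buffer pH 7.4 with TCEP, IgG, Thesit | reagent = TMR-labelled reporter peptide T*-PRC34 bound in PDZ groove | incubation = 1 h room-temperature incubation prior to read | measured by = fluorescence polarization (mP) | evaluation = percent inhibition from loss of millipolarization | control set = unlabelled peptide and DMSO controls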
Wnt bcat act: activators of Wnt/beta-catenin signaling. Wnt/beta-catenin reporter cell assay, activator, plate reader. activation, % at 9.35 µM. 300,000 compounds, 1.2% hits; in the data active = activation above about 30%, passing the limit was not always enough;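 note: 0% = neutral control wells and 100% = positive control wells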
MITF TRPM1 HTS: MITF TRPM1 promoter activation in melanoma cells | SK-MEL-5 TRPM1-promoter luciferase, 24 h; % of positive control, neutral wells = 0 | activation, % at 12.5 µM | 300,000 compounds, 0.75% hits | AID 588334;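 active = mean activation of at least 80% with every replicate also reaching 80%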;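 note: 0% = neutral control wells and 100% = parthenolide positive control wells; values of inactives mirror those of a sister screen read the other way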
Numbers without * were called inactive.

For COc1cccc(NC(=O)[C@@H]2CCC(=O)N2C2OC(=O)c3ccccc32)c1 (some centres undefined) the results were phage Ecoli inh 2.0, AddAB inh 3.2, CAL PDZ FP-1 3, SR-BI DiI-HDL act 18, SR-BI DiI inh -18, E coli growth -4.5, Tat export inh 5, CAL PDZ FP-2 -0.1, Wnt bcat act -1 and MITF TRPM1 HTS 9.
`CC1(C)Cc2c(sc3nc(SCC(=O)O)nc(N)c23)CO1` gave phage Ecoli inh 0.7, AddAB inh 1.7, CAL PDZ FP-1 -4, SR-BI DiI-HDL act -7, SR-BI DiI inh 7, E coli growth -1.6, Tat export inh -3, CAL PDZ FP-2 -0.3, Wnt bcat act 0 and MITF TRPM1 HTS 12.
`O=C(Nc1ccccc1N1CCN(C(=O)c2ccccc2)CC1)c1cccc(Cl)c1` gave phage Ecoli inh 1.5, AddAB inh 2.2, CAL PDZ FP-1 -1, E coli growth 0.3, Tat export inh -7, CAL PDZ FP-2 -2.3, Wnt bcat act -1 and MITF TRPM1 HTS 3.
For CC(C(=O)N1CCCCC1)N(C)CC(=O)Nc1ccc(Cl)cc1 (centres undefined) the results were phage Ecoli inh 4.4, AddAB inh -2.4, SR-BI DiI-HDL act 8, SR-BI DiI inh -8, E coli growth -1.7, Tat export inh -3, CAL PDZ FP-2 -0.4, Wnt bcat act -3 and MITF TRPM1 HTS -5.
`CCOC(=O)Cn1c(S(=O)(=O)Cc2ccccc2Cl)nc(-c2ccccc2)c1-c1ccccc1` gave AddAB inh 1.4, SR-BI DiI-HDL act -13, SR-BI DiI inh 13, E coli growth -0.2, Tat export inh 1, CAL PDZ FP-2 -0.6, Wnt bcat act -3 and MITF TRPM1 HTS 2.
Screening O=C(CCc1ccc(S(=O)(=O)NCCc2ccccc2)cc1)Nc1ccc2c(c1)OCO2 returned phage Ecoli inh 2.1, AddAB inh 0.9, CAL PDZ FP-1 2, SR-BI DiI-HDL act -3, SR-BI DiI inh 3, E coli growth -1.2, Tat export inh -2, CAL PDZ FP-2 -0.6, Wnt bcat act -3 and MITF TRPM1 HTS 4.
`Cc1ccc(SCC(=O)OCC(=O)NC(C)c2ccc(F)cc2)cc1` (centres undefined) gave phage Ecoli inh 3.1, AddAB inh -1.6, SR-BI DiI-HDL act 22, SR-BI DiI inh -22, E coli growth 0.3, Tat export inh 6, CAL PDZ FP-2 0.6, Wnt bcat act -2 and MITF TRPM1 HTS 5.
For CCOc1cc(C(=O)Nc2ccc(F)cc2)cc(Br)c1OC the results were phage Ecoli inh 5.1, AddAB inh 1.7, CAL PDZ FP-1 -2, SR-BI DiI-HDL act -54, SR-BI DiI inh 54, E coli growth -1.4, Tat export inh 0, CAL PDZ FP-2 -2.5, Wnt bcat act -3 and MITF TRPM1 HTS 4.
Screening COc1cccc(-c2nc(CSCC(=O)NCC3CCCO3)c(C)o2)c1 (centres undefined) returned phage Ecoli inh 1.2, AddAB inh 4.3, CAL PDZ FP-1 -3, SR-BI DiI-HDL act -19, SR-BI DiI inh 19, E coli growth 4.3, Tat export inh 5 and CAL PDZ FP-2 -1.2.
`CCCn1cc(CN2CCC(n3nccc3NC(=O)c3ccccc3)CC2)c(C)n1` gave phage Ecoli inh 3.1, AddAB inh -2.3, CAL PDZ FP-1 5, SR-BI DiI-HDL act 18, SR-BI DiI inh -18, E coli growth -1.0, Tat export inh -4, CAL PDZ FP-2 -0.6, Wnt bcat act 3 and MITF TRPM1 HTS -3.
`C=C1CCN([C@@H](CC(C)C)C(=O)O)S(=O)(=O)c2ccccc21` gave phage Ecoli inh 3.3, AddAB inh 3.9, CAL PDZ FP-1 -1, SR-BI DiI-HDL act 10, SR-BI DiI inh -10, E coli growth -1.9, Tat export inh -6, CAL PDZ FP-2 -1.0, Wnt bcat act 2 and MITF TRPM1 HTS 0.
Screening COc1cccc(/C=N/Nc2nc(N3CCCC3)nc(N3CCCC3)n2)c1O returned phage Ecoli inh 2.8, AddAB inh 2.8, CAL PDZ FP-1 -3, SR-BI DiI-HDL act -17, SR-BI DiI inh 17, E coli growth -3.2, Tat export inh -1, CAL PDZ FP-2 -3.8, Wnt bcat act -3 and MITF TRPM1 HTS 5.
Screening O=C(c1ccco1)N1CCCSC1=Nc1ccccc1 returned phage Ecoli inh 2.6, AddAB inh 0.9, CAL PDZ FP-1 -4, SR-BI DiI-HDL act -25, SR-BI DiI inh 24, E coli growth -1.9, Tat export inh -5, CAL PDZ FP-2 -1.4, Wnt bcat act -1 and MITF TRPM1 HTS -7.
CN(Cc1ccccc1)C(=O)c1ccc2c(c1)OCCO2 was read as phage Ecoli inh 2.1, AddAB inh -0.1, CAL PDZ FP-1 -1, SR-BI DiI-HDL act 30, SR-BI DiI inh -30, E coli growth 0.0, Tat export inh -4, CAL PDZ FP-2 -0.2 and MITF TRPM1 HTS 5.
`COc1ccc(C)cc1S(=O)(=O)Nc1ccc(F)c(Cl)c1` gave phage Ecoli inh 1.0, AddAB inh 4.5, CAL PDZ FP-1 -1, E coli growth -1.6, Tat export inh -2, CAL PDZ FP-2 -0.6 and MITF TRPM1 HTS 14.
`CCCOc1ccc(S(=O)(=O)N2CCCC2)cc1[N+](=O)[O-]` gave phage Ecoli inh 2.5, AddAB inh 4.6, CAL PDZ FP-1 1, SR-BI DiI-HDL act 16, SR-BI DiI inh -16, E coli growth 3.4, Tat export inh 1, CAL PDZ FP-2 0.2, Wnt bcat act 2 and MITF TRPM1 HTS -11.
Cc1cc(NS(=O)(=O)c2ccc(NC(=O)/C=C/c3ccccc3)cc2)no1 was read as phage Ecoli inh 2.9, AddAB inh -0.8, CAL PDZ FP-1 -9, SR-BI DiI-HDL act -9, SR-BI DiI inh 9, E coli growth 0.1, Tat export inh 10, CAL PDZ FP-2 -2.9, Wnt bcat act -1 and MITF TRPM1 HTS -3.
For Cc1ccc(CN2C(=O)c3ccccc3NC2c2cc(Br)ccc2O)cc1 (centres undefined) the results were phage Ecoli inh 1.6, AddAB inh 3.4, CAL PDZ FP-1 -6, SR-BI DiI-HDL act -18, SR-BI DiI inh 18, E coli growth 3.9, Tat export inh -3, CAL PDZ FP-2 -0.8, Wnt bcat act 7 and MITF TRPM1 HTS -5.
C=CCOc1ccn(C)c(=O)n1 was read as phage Ecoli inh 2.1, AddAB inh -0.7, CAL PDZ FP-1 9, SR-BI DiI-HDL act 0, SR-BI DiI inh 0, E coli growth -2.4, Tat export inh -12, CAL PDZ FP-2 -1.1, Wnt bcat act 0 and MITF TRPM1 HTS 1.
Screening CCOc1ccc2[nH]c(=O)c(CN(Cc3ccccc3)C(=O)N3CCCC3)cc2c1 returned phage Ecoli inh 3.1, AddAB inh 3.9, CAL PDZ FP-1 -5, SR-BI DiI-HDL act 32, SR-BI DiI inh -32, E coli growth -2.7, Tat export inh -3, CAL PDZ FP-2 0.0, Wnt bcat act -1 and MITF TRPM1 HTS 5.
For Oc1ccccc1C=Nc1cccc2ccccc12 the results were phage Ecoli inh 0.1, AddAB inh -1.3, CAL PDZ FP-1 -5, SR-BI DiI-HDL act 3, SR-BI DiI inh -3, E coli growth -1.8, Tat export inh -2, CAL PDZ FP-2 -0.9 and Wnt bcat act 4.
Screening Cn1c(-c2ccc(F)cc2)cnc1NCc1cccc([N+](=O)[O-])c1 returned phage Ecoli inh -0.5, AddAB inh 2.5, CAL PDZ FP-1 0, SR-BI DiI-HDL act -7, SR-BI DiI inh 7, E coli growth -2.2, Tat export inh 0, CAL PDZ FP-2 0.5 and Wnt bcat act -1.
Screening C=CCc1c(OC)ccc2c1c(S(=O)(=O)c1ccc(C)cc1)cn2COC returned phage Ecoli inh 0.5, AddAB inh -0.4, CAL PDZ FP-1 -1, E coli growth -2.6, Tat export inh 13, CAL PDZ FP-2 -1.3, Wnt bcat act -1 and MITF TRPM1 HTS -2.
`Cc1cc(C)c2nc(N3C(=O)C(O)=C(C(=O)c4ccco4)C3c3ccco3)sc2c1` (centres undefined) gave phage Ecoli inh 1.1, AddAB inh -0.9, CAL PDZ FP-1 -12, SR-BI DiI-HDL act -1, SR-BI DiI inh 1, E coli growth -3.0, Tat export inh -10, CAL PDZ FP-2 -22, Wnt bcat act 12 and MITF TRPM1 HTS 7.
Cc1nnc(N2CCCC(C(=O)NCc3ccc(OC(C)C)cc3)C2)c2nn(-c3ccccc3)c(C)c12 (centres undefined) was read as phage Ecoli inh 2.3, AddAB inh 3.1, CAL PDZ FP-1 2, SR-BI DiI-HDL act -31, SR-BI DiI inh 31, E coli growth -2.5, Tat export inh -2, CAL PDZ FP-2 -2.1, Wnt bcat act -1 and MITF TRPM1 HTS -46.
`CCN(CC)C(=O)CN1CCN(c2ccccc2F)CC1` gave phage Ecoli inh 0.8, AddAB inh 0.6, CAL PDZ FP-1 -6, SR-BI DiI-HDL act 2, SR-BI DiI inh -2, E coli growth 0.6, Tat export inh -8, CAL PDZ FP-2 -3.2, Wnt bcat act -1 and MITF TRPM1 HTS -13.
For CCc1nnc(NC(=O)C2COc3ccccc3O2)s1 (centres undefined) the results were phage Ecoli inh 2.9, AddAB inh 2.2, CAL PDZ FP-1 0, SR-BI DiI-HDL act 7, SR-BI DiI inh -7, E coli growth 0.0, Tat export inh 2, CAL PDZ FP-2 -1.1 and MITF TRPM1 HTS 8.
`C=CCn1c(N)c(C(=O)Nc2ccccc2)c2nc3ccccc3nc21` gave phage Ecoli inh 1.0, AddAB inh 2.1, CAL PDZ FP-1 -4, SR-BI DiI-HDL act 22, SR-BI DiI inh -22, E coli growth -3.1, Tat export inh 0, CAL PDZ FP-2 0.9 and MITF TRPM1 HTS 21.
Screening Cc1c(NC(=O)CCCN2C(=O)c3cccc4cccc(c34)C2=O)c(=O)n(-c2ccccc2)n1C returned phage Ecoli inh 0.9, AddAB inh 2.4, CAL PDZ FP-1 3, SR-BI DiI-HDL act -9, SR-BI DiI inh 9, E coli growth 1.9, Tat export inh -4, CAL PDZ FP-2 -0.4, Wnt bcat act -2 and MITF TRPM1 HTS 4.
For CCCCN(C(=O)C1=COCCO1)c1c(N)n(CCC)c(=O)[nH]c1=O the results were phage Ecoli inh 0.2, AddAB inh 0.7, CAL PDZ FP-1 -5, SR-BI DiI-HDL act 2, SR-BI DiI inh -2, E coli growth 2.4, Tat export inh 3, CAL PDZ FP-2 -0.2, Wnt bcat act 3 and MITF TRPM1 HTS 7.
Screening COC(=O)c1ccc(-c2ccc(CNCC(O)c3ccccc3)o2)cc1 (centres undefined) returned phage Ecoli inh 0.5, AddAB inh 2.0, CAL PDZ FP-1 -2, SR-BI DiI-HDL act -11, SR-BI DiI inh 11, E coli growth -2.5, Tat export inh 0, CAL PDZ FP-2 -2.6 and MITF TRPM1 HTS 14.
COc1cccc(NC(=S)N(CCc2c(C)[nH]c3ccccc23)Cc2ccco2)c1 was read as phage Ecoli inh 2.1, AddAB inh -0.7, SR-BI DiI-HDL act -20, SR-BI DiI inh 20, E coli growth -3.4, Tat export inh 11, CAL PDZ FP-2 0.5, Wnt bcat act 6 and MITF TRPM1 HTS -4.
